# Jurkat NFkB inh: inhibitors of the PMA/ionomycin-induced NF-kB reporter in Jurkat cells. actives 0.53% (n = 330,000). AID 435003. inhibition, % at 4 µM. PMA/ionomycin-induced NF-kB luciferase reporter, luminescence; in the data active = inhibition above about 50%
# CHOP UPR activ: activators of apoptotic arm of unfolded protein response (CHOP); CHO-CHOP luciferase reporter, UPR activation, luminescence; percent of tunicamycin response over DMSO baseline; activation, % at 10 µM; actives 0.34% (n = 330,000);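 active = at 10 µM dose, activation of 40% or more, normalized to positive control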;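 note: 100% = tunicamycin at 10 µg/mL and 0% = DMSO alone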
#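 Assay system: CHO cells with stable CHOP pathway luciferase reporter; Buffer or medium: F12 plus 10% serum; Times: 16-18 h cell attachment, then 6 h compound exposure, 37 °C; Signal: luciferase luminescence; Read-out basis: percent activation relative to tunicamycin control; Control set: tunicamycin high control, DMSO low control.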
# 697 NFkB inh: lowers PMA/ionomycin-induced NF-kB signal in 697 B cells; inhibition, % at 4 µM; actives 0.33% (n = 330,000); 697 B-cell NF-kB luciferase reporter, 16 h; AID 435022; in the data active = inhibition above about 35%
# tim23-1 inh: tim23-1 yeast growth inhibition | S. cerevisiae tim23-1 growth, BacTiter-Glo luminescence, 24 h | AID 463212 | inhibition, % at 20 µM | actives 1.3% (n = 330,000);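 active = growth inhibition of the mutant yeast at or above 50%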;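 note: temperature-sensitive mutant grown at 25 °C; plate controls were DMSO-treated mutant yeast for no effect and medium wells lacking yeast for full effect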
# XBP1 UPR activ: adaptive UPR (XBP1) activation | activation, % at 20 µM | actives 0.33% (n = 330,000) | CHO-XBP1 luciferase reporter, IRE1-XBP1 UPR activation, luminescence; percent of tunicamycin response, DMSO as zero | AID 463104;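 active = versus positive control, 20 µM dose yields 30% or more activation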;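 note: 100% = tunicamycin at 10 µg/mL and 0% = DMSO only wells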
#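 Material: CHO cell line with stable XBP1 luciferase reporter; buffer or medium: F12 medium containing 10% fetal bovine serum; compound: single point, 20 µM final compound, 1% DMSO; incubation: 6 h treatment, 37 °C; measured by: glow luminescence from Steady-Glo reagent; evaluation: activation, % of tunicamycin; control set: tunicamycin high, DMSO low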
# APJ antag: blocks the human apelin receptor APJ; CHO-K1 APJ beta-arrestin complementation, luminescence; inhibition, % at 20 µM; actives 0.32% (n = 330,000);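 active = inhibition above about 40% at 20 µM, limit read from the data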;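 note: cells challenged with 10 nM apelin-13 agonist together with compound; plate controls were apelin-13 plus DMSO wells for no effect and DMSO wells lacking apelin-13 for full effect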
# Target sequence (P35414 whole entry, looked up): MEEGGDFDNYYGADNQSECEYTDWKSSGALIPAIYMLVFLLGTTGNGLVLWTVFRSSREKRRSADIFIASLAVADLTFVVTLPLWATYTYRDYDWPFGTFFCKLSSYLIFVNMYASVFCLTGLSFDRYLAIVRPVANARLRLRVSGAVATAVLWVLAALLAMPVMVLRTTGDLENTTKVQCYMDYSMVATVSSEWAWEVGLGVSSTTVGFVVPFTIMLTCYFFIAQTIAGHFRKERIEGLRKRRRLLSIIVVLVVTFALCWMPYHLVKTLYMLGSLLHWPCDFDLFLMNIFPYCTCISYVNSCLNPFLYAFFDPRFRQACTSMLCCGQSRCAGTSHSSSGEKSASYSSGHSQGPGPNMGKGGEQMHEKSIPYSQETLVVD
# Mdm2 MdmX PPI: inhibitors of human Mdm2/MdmX interaction; SaOS-2 split-luciferase Mdm2/MdmX complementation, luminescence; inhibition, % at 8 µM; O15151+Q00987; actives 3% (n = 330,000);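 active = inhibition of at least 50% at 8 µM in the primary screen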
# APJ ag: APJ receptor agonism. AID 2520. CHO-K1 APJ PathHunter beta-arrestin, luminescence; 0% DMSO wells, 100% apelin. activation, % at 20 µM. actives 0.11% (n = 330,000). P35414;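 active = activation more than six SD over the plate average, tested at 20 µM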;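 note: 0% = DMSO alone and 100% = apelin-13 at 10 nM; some results filed as inactive read as strong as hits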
#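 Test system: CHO-K1 APJ beta-arrestin complementation cell line | Compound: Single test compound dose, 20 µM final, 1% DMSO | Incubation: Compound 90 min 25 °C, reagent 1 h | Measured by: beta-gal luminescence | Read-out basis: APJ–arrestin association signal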
# An asterisk follows results filed as active.
# A first look, 13 compounds:
structure	Jurkat NFkB inh	CHOP UPR activ	697 NFkB inh	tim23-1 inh	XBP1 UPR activ	APJ antag	Mdm2 MdmX PPI	APJ ag
Cc1ccc2nc(C)cc(Cl)c2c1	6	0.0	13	7	0	7	9	-4
COC(=O)c1cc(CNC(=O)c2ccccc2Cl)ccc1OC	4	1.7	8	9	-3	8	3	0
COc1cc2nc(NC(=O)c3ccco3)sc(=O)c2cc1OC	80*	-0.6	24	9	0	18	2	-1
CC(C)(C)c1ccc(NC(=O)COC(=O)c2ccc3ncsc3c2)cc1	-12	-0.6	10	27	-4	-13	-15	-2
COc1ccc(CC(=O)Nc2sc3c(c2C(N)=O)CCCC3)cc1	-8	2.0	-23	16	4	4	7	0
O=C(Nc1cccc(OCC(=O)N2CCOCC2)c1)c1cccc([N+](=O)[O-])c1	5	2.2	-28	3	-2	-1	12	-3
CC(C)(C)n1ncc2c(=O)n(CC(=O)NC3CCCCC3)cnc21	-41	0.8	-70	13	8	-1	-3	-3
CCOC(=O)C1=C(c2ccccc2)OC(N)=C(C#N)C1C1CCCCC1 (stereo not drawn)	-4	-2.3	8	31	0	-1	16	1
O=C(COC(=O)Cc1c(Cl)cccc1Cl)NC1CCCC1	-3	-0.4	3	0	0	13	-5	-4
O=C1CN(C(=O)COC(=O)Cc2ccccc2F)c2ccccc2N1	2	0.5	1	4	0	10	-6	2
CCOC(=O)c1cc(-c2cccs2)nc2c1c(C)nn2-c1ccccn1	2	-1.7	1	41	9	2	36	-1
C[C@H]1CCC[C@@]2(O[C@H](CCO)C[C@@H](O)[C@@H]2O)O1	-15	-0.3	22	3	1	10	5	-3
Cc1cc(Br)ccc1SCC(=O)OCC(=O)Nc1ccccc1C#N	-3	0.0	-3	16	-2	-10	15	0

# The list itself (from the top)
structure	Jurkat NFkB inh	CHOP UPR activ	697 NFkB inh	tim23-1 inh	XBP1 UPR activ	APJ antag	Mdm2 MdmX PPI	APJ ag
Cc1ccc2nc(C)cc(Cl)c2c1	6	0.0	13	7	0	7	9	-4
COC(=O)c1cc(CNC(=O)c2ccccc2Cl)ccc1OC	4	1.7	8	9	-3	8	3	0
COc1cc2nc(NC(=O)c3ccco3)sc(=O)c2cc1OC	80*	-0.6	24	9	0	18	2	-1
CC(C)(C)c1ccc(NC(=O)COC(=O)c2ccc3ncsc3c2)cc1	-12	-0.6	10	27	-4	-13	-15	-2
COc1ccc(CC(=O)Nc2sc3c(c2C(N)=O)CCCC3)cc1	-8	2.0	-23	16	4	4	7	0
O=C(Nc1cccc(OCC(=O)N2CCOCC2)c1)c1cccc([N+](=O)[O-])c1	5	2.2	-28	3	-2	-1	12	-3
CC(C)(C)n1ncc2c(=O)n(CC(=O)NC3CCCCC3)cnc21	-41	0.8	-70	13	8	-1	-3	-3
CCOC(=O)C1=C(c2ccccc2)OC(N)=C(C#N)C1C1CCCCC1 (stereo not drawn)	-4	-2.3	8	31	0	-1	16	1
O=C(COC(=O)Cc1c(Cl)cccc1Cl)NC1CCCC1	-3	-0.4	3	0	0	13	-5	-4
O=C1CN(C(=O)COC(=O)Cc2ccccc2F)c2ccccc2N1	2	0.5	1	4	0	10	-6	2
CCOC(=O)c1cc(-c2cccs2)nc2c1c(C)nn2-c1ccccn1	2	-1.7	1	41	9	2	36	-1
C[C@H]1CCC[C@@]2(O[C@H](CCO)C[C@@H](O)[C@@H]2O)O1	-15	-0.3	22	3	1	10	5	-3
Cc1cc(Br)ccc1SCC(=O)OCC(=O)Nc1ccccc1C#N	-3	0.0	-3	16	-2	-10	15	0
CC(C)C1N(C(=O)CN2CCCCC2)CCN1S(=O)(=O)c1ccccc1 (stereo not drawn)	-10	1.5	13	-4	-3	12	-35	-3
Cc1ccc(Cl)cc1C1=CC(=O)C[C@H](c2ccc(F)cc2)C1	6	0.8	10	30	1	-2	1	-4
Cc1ccc(-n2nc3c(c2NC(=O)c2cccs2)CS(=O)(=O)C3)c(C)c1	-7	1.9	-62	7	-5	12	-14	0
OCC1(Cc2cccc(Cl)c2)CCCN(Cc2ccc3cc(F)ccc3n2)C1 (stereo not drawn)	8	-2.0	-5	33	2	-1	1	-1
CCN(CC)CCCNC(=S)N(Cc1cccnc1)Cc1cc2cc(C)ccc2[nH]c1=O	-12	0.9	-11	-2	-2	-3	3	2
COc1ccc2oc(C(=O)Nc3nccs3)c(C)c2c1	-184	3.3	-261	-7	-1	-1	-118	0
O=C(O)CCC(=O)N1CCc2cc(S(=O)(=O)NC3CCCc4ccccc43)ccc21 (stereo not drawn)	1	-2.5	8	1	-2	-1	-14	-1
Cc1ccc(CNC(=O)C(=O)NCC2CCCN2S(=O)(=O)c2cc(C)ccc2C)cc1 (stereo not drawn)	10	1.2	-3	31	-1	8	8	-4
COc1ccccc1NC(=O)COC(=O)Cc1cccs1	0	0.3	15	9	-5	-8	20	-2
O=C1c2ccc([N+](=O)[O-])cc2C(=O)N1c1ccc(Cl)cn1	-2	1.8	-1	17	-1	27	-27	1
O=C(COC(=O)CCNS(=O)(=O)c1ccc(Cl)cc1)Nc1ccccc1OC(F)F	3	2.0	2	22	1	6	14	3
COc1ccc(CC(=O)NNC(=O)c2ccco2)cc1	-1	3.1	-21	10	-6	7	-11	-2
CCCC(=O)N1CCC(O)(c2cccc(F)c2)CC1	-9	-1.6	6	29	-1	-5	12	-1
O=C(NC(Cc1ccccc1)C(=O)O)OCc1ccccc1 (stereo not drawn)	16	-0.1	18	-3	-3	14	23	-6
COc1ccc(NC(=O)N2CCCCC2c2cccnc2)cc1 (stereo not drawn)	-2	0.9	-4	4	-1	2	18	-1
C[C@H](CO)N1C[C@H](C)[C@@H](CN(C)Cc2ccc(-c3ccccc3)cc2)Oc2c(NC(=O)Nc3ccc4c(c3)OCO4)cccc2C1=O	-8	4.0	2	33	3	-8	33	1
COc1cc(/C=C(\C#N)C(=O)NCC2CCCO2)ccc1OCC(N)=O (stereo not drawn)	-4	2.7	23	4	1	13	15	0
CCCCCCCNC(=O)C1(CC2CC(c3ccc(Cl)cc3)=NO2)CCN(C(=O)C2(C)CC2)CC1 (stereo not drawn)	11	1.9	25	26	0	-1	6	4
Cc1ccc(C(=O)Nc2cccc3cccnc23)cc1Br	-29	4.3	-32	14	6	13	-7	-2
CC(C)CCN1CCN=C1Nc1ccccc1	-4	-2.2	6	-4	0	11	-33	0
CN1CCN(c2ccc(S(=O)(=O)N3CCCCC3)cc2NC(=O)CCc2ccccc2)CC1	-7	-0.2	4	-8	1	-4	17	-3
O=C(CN1C(=O)c2ccccc2S1(=O)=O)Nc1cccc(S(=O)(=O)N2CCOCC2)c1	-12	-1.6	-28	8	1	-15	2	-5
O=C(CN1CCN(S(=O)(=O)N2CCOCC2)CC1)Nc1cc(Cl)cc(Cl)c1	-11	1.4	-1	19	-1	-30	16	-2
O=C(c1cc(-c2ccccc2Cl)on1)N1CCCC1	-117	-1.8	-143	25	-8	10	-3	-2
C=CCn1c(CNC(=O)c2cccs2)nnc1SCc1ccc(Cl)cc1Cl	-1	-1.5	-12	41	-1	-28	-10	-5
COc1c(N2CCN(C(=S)Nc3ccc(F)cc3)C(C)C2)c(F)cc2c(=O)c(C(=O)O)cn(C3CC3)c12 (stereo not drawn)	-17	-2.5	16	5	-6	-7	10	-3
COc1ccc(NC(=O)CSc2nnc3ccc(-c4cccnc4)nn23)cc1	-1	-0.7	3	6	2	-64	0	-2
O=C(N/N=C/c1oc(O)c2ccccc12)c1ccccc1O	4	-2.2	2	-17	4	16	24	-5
CCOc1cccc(OCCOCCN2CCCC2)c1	-6	-0.8	14	-5	-5	1	13	-5
COC(=O)CSc1nnc(SCc2ccc(OC)cc2)s1	6	1.1	19	11	-2	-3	11	2
O=C(CCl)NCCCCCCCCCNC(=O)CCl	10	1.8	-33	4	-2	-2	64*	1
COCCN(C(=O)C1CCC1)c1c(N)n(CC(C)C)c(=O)[nH]c1=O	-6	0.8	7	-15	-3	-6	14	-3
O=[N+]([O-])C1=CC=C2C(=NC3(CCCCC3)N2O)C1=NCCc1ccccc1	6	-0.1	12	4	-3	-2	10	-3
O=C(Nc1ccccn1)C1CCN(C(=O)c2ccc(F)cc2)CC1	11	0.3	-1	10	1	4	6	11
COC(=O)c1ccc(N2CCN(C)CC2)c(NC(=O)COc2cccc(C)c2)c1	-39	-1.5	-16	6	-3	-1	-6	1
OC1CC(c2ccco2)NC2(CCCCC2)C1 (stereo not drawn)	-19	-0.8	-46	25	-1	-30	-3	9
Cc1cccc(-c2ccc3ncnc(NCc4cccnc4)c3c2)c1	36	0.5	-18	22	11	8	-7	-3
COc1ccc(CCNC(=O)CN(C2CCCCC2)S(C)(=O)=O)cc1	-1	-0.7	5	2	0	-23	11	-3
CNS(=O)(=O)c1cc(N(C)S(=O)(=O)c2ccc(C)cc2)c(C)cc1C	-4	0.1	14	9	-4	7	10	-5
O=C1NCCN(Cc2ccc(Cl)c(F)c2)C1CC(=O)N1CCCCO1 (stereo not drawn)	6	-4.1	0	25	0	-8	-13	-5
Cc1ccc(S(=O)(=O)N2CCC(C(=O)OC(C)C(=O)N(C)c3ccccc3)CC2)cc1C (stereo not drawn)	-5	-1.6	16	8	-5	6	24	-4
COc1cc(C(=O)N2CCN=C2c2ccccc2)cc(OC)c1OC	4	0.0	26	9	0	4	-4	-2
NC(=O)c1nsc(C(=O)N(Cc2cccnc2)C(C(=O)NC2CCCC2)c2ccc(F)cc2)c1N (stereo not drawn)	-11	-0.1	-1	2	0	8	11	-1
Cc1ccc(C)c(SCC(=O)Nc2ccc(S(=O)(=O)Nc3ncccn3)cc2)c1	8	-0.9	6	15	-2	-28	-9	-1
COc1ccc(N2CCN(C(c3cc4ccc(C)cc4[nH]c3=O)c3nnnn3C3CCCC3)CC2)cc1 (stereo not drawn)	16	-0.6	17	6	-2	3	-2	0
Cc1cc(NC(=O)CSCC(=O)Nc2ccc(C)c(C)c2)no1	-6	-2.2	-4	-1	0	-2	13	-1
N#Cc1cccc(CN2CCCN(Cc3ccc(F)cc3)S2(=O)=O)c1	-2	0.0	-3	11	-3	3	19	-1

# From PubChem BioAssay

# An unsorted share of the library, and some 5% of all compounds hit somewhere here.
